Compound activity from PubChem.
aSyn 5UTR inh = 5' untranslated region of α-synuclein, MLPCN primary screen. inhibition, % (tested at 7.5 µM). alpha-synuclein 5'UTR reporter, inhibitor activity. 0.82% of 300,000 active; in the data active means inhibition above about 60%;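 further: H4 neuroglioblastoma cells stably carrying SNCA 5'UTR luciferase fusion; 0% = DMSO wells and 100% = positive control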
HSF-1 act = increases HSF-1 driven luciferase reporter signal; NIH3T3-HGL HSF-1 luciferase reporter, MG132, 8 h; 100% = twice DMSO control signal; activation, % at 9 µM; 1.7% of 300,000 active;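 active means mean replicate activation of at least 50% with a set share of replicates each reaching 50%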;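 further: 0% = median of the neutral control wells and 100% = twice that signal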
GSK3 alpha inh = blocks human GSK-3 alpha kinase | ADP-Glo luminescence, 60 min | inhibition, % at 10 µM | 0.1% of 320,000 active;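 in the data active means inhibition above about 50%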;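 further: GST-tagged GSK-3 alpha with peptide substrate and 25 µM ATP; 0% = DMSO neutral wells and 100% = GW8510 positive control wells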
Target sequence (P49840 whole entry, looked up): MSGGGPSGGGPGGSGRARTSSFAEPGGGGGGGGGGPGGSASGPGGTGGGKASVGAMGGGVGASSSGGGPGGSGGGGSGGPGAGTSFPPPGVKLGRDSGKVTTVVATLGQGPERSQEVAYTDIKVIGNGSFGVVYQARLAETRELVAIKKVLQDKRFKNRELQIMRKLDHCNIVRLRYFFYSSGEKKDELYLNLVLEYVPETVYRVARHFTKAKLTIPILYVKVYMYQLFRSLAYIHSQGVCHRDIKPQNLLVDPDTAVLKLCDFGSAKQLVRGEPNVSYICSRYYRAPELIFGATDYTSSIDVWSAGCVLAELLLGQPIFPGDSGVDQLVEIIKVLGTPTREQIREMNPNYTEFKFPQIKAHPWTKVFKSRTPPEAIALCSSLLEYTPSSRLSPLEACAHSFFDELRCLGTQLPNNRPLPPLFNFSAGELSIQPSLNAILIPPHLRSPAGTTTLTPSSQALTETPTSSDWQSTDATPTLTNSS
KLF5 inh = kruppel-like factor 5 inhibition; DLD-1 KLF5 promoter-luciferase reporter, luminescence; inhibition, % at 5 µM; 0.23% of 290,000 active; AID 1700;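 active means inhibition above a per-plate limit of that plate's mean compound inhibition plus 3 SD, cut at about 60% in these data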;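 further: 0% = DMSO wells and 100% = LY294002 at 200 µM; higher means less KLF5 promoter-driven luciferase light; inactives centre near -14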
HSP90 refold inh = blocks HSP90-mediated luciferase refolding in reticulocyte lysate; Rabbit reticulocyte lysate, luciferase refolding luminescence, 3 h; inhibition, % at 5.6 µM; 0.91% of 290,000 active; AID 1789;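 active means inhibition above the screen-wide mean plus 3 SD, computed separately per campaign, cut at about 16% in these data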;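 further: 0% = DMSO wells and 100% = 60 µM geldanamycin wells; inhibitors lower the luminescence because luciferase stays unfolded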
AI-2 QS modul = modulators of Vibrio harveyi AI-2 quorum sensing system. activity change, % at 7.5 µM. 0.4% of 300,000 active. Vibrio harveyi JMH597 AI-2 luminescence/OD600 ratio, 9 h; hits give low values; strain lacks LuxN and CqsS sensors; 0 = neutral-control median; in the data active means activity change below about -75%, passing the limit was not always enough;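 further: luminescence divided by OD600 gain over 9 h not by final OD600 alone; inactives centre near 13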
HSF1 inh = HSF1 inhibition | NIH3T3-HGL HSE-luciferase, MG132-induced, luminescence 8 h; hits give low values | activity change, negative = inhibition, % at 7.5 µM (by protocol) | 0.77% of 300,000 active;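 active means more than half of replicate wells show activity change below -50%, luminescence cut by over half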;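 further: luciferase reports HSF-1 transcriptional activity via heat shock element; 0% = median of DMSO wells and -100% = zero luminescence signal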
HIF activator = HIF pathway transcriptional activation; 0.32% of 300,000 active; activation, % at 7.5 µM (by protocol); U2OS HRE-luciferase reporter, luminescence; normalized: DMSO 0%, desferrioxamine 100%;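 active means mean activation of at least 10% of the iron chelator positive control signal, with at least half of replicates also reaching 10%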
GSK3B inh = inhibitors of human GSK3beta kinase. activity score (negative = inhibition), % at 10 µM. P49841. GST-GSK3beta kinase, ADP-Glo luminescence, 60 min; hits give low values. 0.038% of 300,000 active. AID 2097;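 active means more than half of replicate wells score below -50%, meaning over 50% inhibition versus plate controls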;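 further: 0% = median DMSO wells and -100% = median GW8510 positive control wells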
Target sequence (P49841 whole entry, looked up): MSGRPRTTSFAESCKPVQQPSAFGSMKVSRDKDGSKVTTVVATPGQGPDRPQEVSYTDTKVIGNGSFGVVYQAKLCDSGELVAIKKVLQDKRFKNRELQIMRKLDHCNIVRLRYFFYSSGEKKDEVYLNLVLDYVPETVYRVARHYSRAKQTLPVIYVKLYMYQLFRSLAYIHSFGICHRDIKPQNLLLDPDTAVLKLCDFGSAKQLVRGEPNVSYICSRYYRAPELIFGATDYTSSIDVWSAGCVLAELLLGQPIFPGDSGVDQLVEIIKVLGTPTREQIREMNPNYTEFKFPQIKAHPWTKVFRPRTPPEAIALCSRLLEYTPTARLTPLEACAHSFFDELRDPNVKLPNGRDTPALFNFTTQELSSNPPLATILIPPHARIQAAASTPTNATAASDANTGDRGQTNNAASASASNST
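Assay system: GST-fused GSK3beta enzyme, cell-free / Medium: Tris pH 7.5 buffer with MgCl2, DTT, BSA, heparin / Also added: peptide substrate plus 25 µM ATP (final) / Compound: 10 µM single point / Timing: kinase reaction with compound 60 min at room temperature / Detection: ADP-Glo luminescence / Benchmarks: DMSO neutral wells and GW8510 at 20 µM as positive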
IEC-6 tox = IEC-6 cytotoxicity, counter-screen for KLF5 inhibitors. luminescence viability. inhibition, % at 5 µM. 0.78% of 290,000 active; in the data active means inhibition above about 22%;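 further: 0% = plate median of test compound wells and 100% = cytotoxic reference compound wells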
Starred values were filed as active, the others as inactive; . = not tested or not shown.

[1] CC1CCC(NC(=O)C2CCC(CNS(=O)(=O)c3cccc4cccnc34)CC2)CC1 (stereo not drawn)
[2] COc1cc(C)c(C(C)C)cc1S(=O)(=O)n1ccnc1
[3] O=P(CCN1CCCCC1)(c1ccccc1)c1ccccc1
[4] Cc1ccc(-n2c(SCC(=O)NCC3CCCO3)nc3n[nH]c(C)c3c2=N)cc1Cl (stereo not drawn)
[5] O=C(N/C(=C/c1ccc(Br)cc1)C(=O)N1CCCC1)c1ccccc1F
[6] COC(=O)c1cc2c(C)nn(C)c2s1
screen / no.	1	2	3	4	5	6
aSyn 5UTR inh	16	16	18	35	29	10
HSF-1 act	7	-3	-6	11	-4	0
GSK3 alpha inh	0	-3	0	-1	-1	-3
KLF5 inh	1	-4	-15	-10	-13	-7
HSP90 refold inh	2	0	-1	1	-2	0
AI-2 QS modul	17	0	10	18	27	16
HSF1 inh	4	-7	1	-1	-10	7
HIF activator	-0.7	0.2	-0.4	0.0	-0.4	-0.5
GSK3B inh	1	4	2	-4	11	-2
IEC-6 tox	0	0	-1	11	-14	0

[7] COC(=O)c1cc(OC)c(OC)cc1NC(=S)N1CCN(C/C=C/c2ccccc2)CC1
[8] CC(C)Cn1c(SCC(=O)N(C)C2CCS(=O)(=O)C2)nc2cc(Cl)ccc2c1=O (stereo not drawn)
[9] CC(C)CN(C(=O)COC(=O)c1ccc2c(c1)OCO2)c1c(N)n(Cc2ccccc2)c(=O)[nH]c1=O
[10] O=C(c1ccccc1Cl)N(Cc1ccc(Br)cc1)N1C(=O)CCCC1=O
[11] O=[N+]([O-])c1ccc(-c2n(-c3ccccn3)c3ccccc3[n+]2-c2ccccn2)cc1
[12] O=C(Nc1ccncc1)Nc1ccc(F)cc1F
screen / no.	7	8	9	10	11	12
aSyn 5UTR inh	17	8	16	-16	-12	-16
HSF-1 act	4	-9	-3	4	6	-2
GSK3 alpha inh	-1	.	1	0	-1	0
KLF5 inh	-6	.	.	-7	-11	-13
HSP90 refold inh	-4	.	.	-2	4	1
AI-2 QS modul	4	18	.	16	7	19
HSF1 inh	-11	5	1	2	7	-2
HIF activator	-0.3	0.0	0.0	-0.5	0.1	0.9
GSK3B inh	0	2	.	-1	3	-1
IEC-6 tox	0	.	.	-5	2	1

[13] COc1cc(S(=O)(=O)Nc2ccc(C)cc2)ccc1N=Cc1c(C)[nH]n(-c2ccc(C)cc2)c1=O
[14] CC(=O)Nc1cccc(NC(=O)CSc2nc(C3CC3)nc3ccccc23)c1
[15] CCOc1cc(C(=O)NCC(=O)N2CCC3(CC2)NCCc2[nH]cnc23)cc(OCC)c1OCC
[16] Cc1cc(NC(=O)C2Oc3ccccc3OC2C)no1 (stereo not drawn)
[17] Fc1ccccc1NC(=S)Nc1cccc2cnccc12
[18] COc1ccccc1/C=C/C(=O)NC(=S)N1CCN(C)CC1
screen / no.	13	14	15	16	17	18
aSyn 5UTR inh	4	-39	4	-1	-29	.
HSF-1 act	9	-3	11	8	-16	.
GSK3 alpha inh	0	-1	1	0	10	.
KLF5 inh	-7	-9	-62	23	-25	-36
HSP90 refold inh	0	-2	0	1	4	-3
AI-2 QS modul	4	21	19	15	14	4
HSF1 inh	-1	3	-7	0	-4	.
HIF activator	0.6	1.1	-0.9	-0.1	0.1	.
GSK3B inh	-3	1	1	-2	-4	3
IEC-6 tox	6	20	-8	3	-5	-1

3 compounds out of the list above, sorted by their value in GSK3 alpha inh, lowest first:
nr	Compound	aSyn 5UTR inh	HSF-1 act	GSK3 alpha inh	KLF5 inh	HSP90 refold inh	AI-2 QS modul	HSF1 inh	GSK3B inh
14	CC(=O)Nc1cccc(NC(=O)CSc2nc(C3CC3)nc3ccccc23)c1	-39	-3	-1	-9	-2	21	3	1
15	CCOc1cc(C(=O)NCC(=O)N2CCC3(CC2)NCCc2[nH]cnc23)cc(OCC)c1OCC	4	11	1	-62	0	19	-7	1
17	Fc1ccccc1NC(=S)Nc1cccc2cnccc12	-29	-16	10	-25	4	14	-4	-4

Next structures:
[19] Cc1ccccc1Cn1nc(C)c(NC(=O)c2nc3n(n2)C(C(F)F)CC(C)N3)c1C (stereo not drawn)
[20] c1cnc(NC2CCCCCC2)nc1
[21] O=C(O)c1cccc(Cn2c(Cl)c(/C=N/NC(=O)c3ccco3)sc2=O)c1
[22] CCOc1ccc(NC(N)=O)cc1
[23] Nn1cnc2scc(-c3ccc(Cl)cc3)c2c1=O
[24] COC(=O)c1ccc(S(=O)(=O)N2CCCN(Cc3cccc(Br)c3F)CC2)n1C
screen / no.	19	20	21	22	23	24
aSyn 5UTR inh	8	16	-10	6	22	27
HSF-1 act	5	-7	-14	-1	8	-19
GSK3 alpha inh	-2	-3	-4	1	-1	-9
KLF5 inh	-8	3	-18	-37	-9	-7
HSP90 refold inh	5	-6	-1	-2	-7	2
AI-2 QS modul	3	15	21	2	1	16
HSF1 inh	-2	-8	-6	-7	-3	8
HIF activator	-0.4	0.1	0.5	.	0.5	-0.1
GSK3B inh	2	0	3	0	-3	1
IEC-6 tox	4	-7	0	-2	2	-2

[25] Nc1ncnc(Sc2ccccc2)c1[N+](=O)[O-]
[26] CC/C(O)=C1\C(=O)CC(c2ccccc2)CC1=NCCc1c(C)[nH]c2ccc(C)cc12 (stereo not drawn)
[27] CCN1CC2=C(OC(N)=C(C#N)C2c2cccs2)/C(=C/c2cccs2)C1 (stereo not drawn)
[28] O=C(CCN1C(=O)c2ccccc2C1=O)Nc1cc(F)ccc1F
[29] COC(=O)[C@H](CC(C)C)NC(=O)Nc1ccc2c(c1)OCCO2
[30] CC(=O)Cc1nsc(NC(=O)c2cn(-c3ccccc3)nc2-c2ccc(Br)cc2)n1
screen / no.	25	26	27	28	29	30
aSyn 5UTR inh	-16	26	10	-19	-26	-10
HSF-1 act	10	3	28	3	-36	-43
GSK3 alpha inh	2	0	6	1	1	-4
KLF5 inh	-34	-19	-12	-11	-18	7
HSP90 refold inh	-4	5	2	5	-1	-2
AI-2 QS modul	-7	31	0	14	12	10
HSF1 inh	-1	5	3	0	-32	-40
HIF activator	0.3	-0.3	-0.9	-1.3	-0.2	-0.2
GSK3B inh	0	-5	3	0	0	1
IEC-6 tox	7	-6	3	0	-4	-2

[31] CC(C)(C)C1CCC(=NNC(=O)c2cc(-c3ccccc3)n[nH]2)CC1 (stereo not drawn)
[32] CN(C)c1ccc(C(=O)n2nnc3ccccc32)cc1
[33] CN=C(NC(=O)Nc1c(C)cccc1C)NC(=O)Nc1c(C)cccc1C
[34] Cn1c(=O)n(C)c2cc(S(=O)(=O)Nc3ccc(F)cc3)ccc21
[35] O=C(CSc1nnc(CNc2ccc(F)cc2)o1)OC1CCCCC1
[36] CN1CCN(c2ccc([N+](=O)[O-])cc2/C=N/NC(=O)c2cccc([N+](=O)[O-])c2)CC1
screen / no.	31	32	33	34	35	36
aSyn 5UTR inh	11	4	-1	-17	-12	13
HSF-1 act	3	56*	7	-6	-15	-1
GSK3 alpha inh	-2	-1	0	-2	.	-2
KLF5 inh	-36	9	-1	-4	-13	-20
HSP90 refold inh	0	6	-6	-2	-7	-1
AI-2 QS modul	19	2	25	8	-1	27
HSF1 inh	7	43	2	-5	-2	-8
HIF activator	0.1	-0.3	0.0	-1.2	-0.6	-0.4
GSK3B inh	3	1	-1	-1	0	-3
IEC-6 tox	-1	7	-5	3	-4	2

[37] CCOC(=O)CN1N=C(/C=C/c2ccc(OC)cc2)CCC1=O
[38] CC1OC(Nc2ccc(OC(F)(F)F)cc2)C(O)C(O)C1O (stereo not drawn)
[39] CCCCN(CCNP(=O)(OCC)OCC)CP(=O)(OCC)OCC
[40] COc1cccc(NS(=O)(=O)c2ccc(-n3cccn3)cc2)c1
[41] Cn1c(SCC(=O)Nc2nccs2)nnc1-c1ccccn1
[42] CC(C)(C)C(=O)O/N=C(\N)c1ccc(Oc2cc(Cl)cc(Cl)c2)c([N+](=O)[O-])c1
screen / no.	37	38	39	40	41	42
aSyn 5UTR inh	24	12	-6	-11	-13	-11
HSF-1 act	-4	-15	-25	13	14	4
GSK3 alpha inh	0	-1	-2	-2	2	-1
KLF5 inh	-11	-3	8	0	-38	-24
HSP90 refold inh	-3	1	1	0	4	-3
AI-2 QS modul	11	15	19	10	20	14
HSF1 inh	3	-20	-4	4	-8	5
HIF activator	0.5	0.3	0.2	-0.3	-0.1	0.1
GSK3B inh	-4	2	5	3	-2	-20
IEC-6 tox	0	-4	6	0	2	-4

Among those listed so far, 4 have bromine.
[5] O=C(N/C(=C/c1ccc(Br)cc1)C(=O)N1CCCC1)c1ccccc1F
[10] O=C(c1ccccc1Cl)N(Cc1ccc(Br)cc1)N1C(=O)CCCC1=O
[24] COC(=O)c1ccc(S(=O)(=O)N2CCCN(Cc3cccc(Br)c3F)CC2)n1C
[30] CC(=O)Cc1nsc(NC(=O)c2cn(-c3ccccc3)nc2-c2ccc(Br)cc2)n1
screen / no.	5	10	24	30
aSyn 5UTR inh	29	-16	27	-10
HSF-1 act	-4	4	-19	-43
GSK3 alpha inh	-1	0	-9	-4
KLF5 inh	-13	-7	-7	7
HSP90 refold inh	-2	-2	2	-2
AI-2 QS modul	27	16	16	10
HSF1 inh	-10	2	8	-40
HIF activator	-0.4	-0.5	-0.1	-0.2
GSK3B inh	11	-1	1	1
IEC-6 tox	-14	-5	-2	-2

Remaining list, next part
[43] CCCCN(C)Cc1c(C)[nH]c2ccc(C)cc2c1=O
[44] Cc1cc(Nc2ccccc2F)n2nc(C)nc2n1
[45] O=[N+]([O-])c1ccccc1OCCOCCOc1cccc2cccnc12
[46] Cn1ccnc1SCC(=O)n1c2c(c3ccccc31)CCCC2
[47] CCCCC#Cc1cncc(C(=O)NN)c1
[48] Cc1cccc(NC(=O)C(C)SCc2nc3sc(C)c(C)c3c(=O)[nH]2)n1 (stereo not drawn)
[49] CC(C)(C)c1cc(=O)[nH]c(SCc2ccccc2)n1
screen / no.	43	44	45	46	47	48	49
aSyn 5UTR inh	7	-6	-19	-13	17	-13	17
HSF-1 act	-2	-6	8	6	10	0	9
GSK3 alpha inh	-1	.	-4	0	0	2	0
KLF5 inh	-1	-13	-19	-18	-15	1	8
HSP90 refold inh	3	-2	-7	5	1	-1	2
AI-2 QS modul	35	23	-11	-10	29	5	17
HSF1 inh	3	-9	-6	-1	3	2	-14
HIF activator	0.2	0.0	-0.2	0.1	-0.1	0.1	-0.3
GSK3B inh	1	4	1	2	8	2	1
IEC-6 tox	1	0	-3	8	2	-11	0
